WRN helicase inh – WRN helicase (human) inhibition; Q14191; WRN helicase unwinding, fluorescent forked duplex, kinetic; Potency, µM (top dose mostly 114 µM), for the others: at the highest dose activity change, negative = inhibition, most hits filed as inhibitors; 360,000 compounds, 0.46% hits; also: potency is read from the fitted curve at half-maximal effect; % is scaled to controls: 0 for no effect and ±100 for the full control effect; nearly all actives have a fitted effect of over 55% in size
Target sequence (Q14191 whole entry, looked up): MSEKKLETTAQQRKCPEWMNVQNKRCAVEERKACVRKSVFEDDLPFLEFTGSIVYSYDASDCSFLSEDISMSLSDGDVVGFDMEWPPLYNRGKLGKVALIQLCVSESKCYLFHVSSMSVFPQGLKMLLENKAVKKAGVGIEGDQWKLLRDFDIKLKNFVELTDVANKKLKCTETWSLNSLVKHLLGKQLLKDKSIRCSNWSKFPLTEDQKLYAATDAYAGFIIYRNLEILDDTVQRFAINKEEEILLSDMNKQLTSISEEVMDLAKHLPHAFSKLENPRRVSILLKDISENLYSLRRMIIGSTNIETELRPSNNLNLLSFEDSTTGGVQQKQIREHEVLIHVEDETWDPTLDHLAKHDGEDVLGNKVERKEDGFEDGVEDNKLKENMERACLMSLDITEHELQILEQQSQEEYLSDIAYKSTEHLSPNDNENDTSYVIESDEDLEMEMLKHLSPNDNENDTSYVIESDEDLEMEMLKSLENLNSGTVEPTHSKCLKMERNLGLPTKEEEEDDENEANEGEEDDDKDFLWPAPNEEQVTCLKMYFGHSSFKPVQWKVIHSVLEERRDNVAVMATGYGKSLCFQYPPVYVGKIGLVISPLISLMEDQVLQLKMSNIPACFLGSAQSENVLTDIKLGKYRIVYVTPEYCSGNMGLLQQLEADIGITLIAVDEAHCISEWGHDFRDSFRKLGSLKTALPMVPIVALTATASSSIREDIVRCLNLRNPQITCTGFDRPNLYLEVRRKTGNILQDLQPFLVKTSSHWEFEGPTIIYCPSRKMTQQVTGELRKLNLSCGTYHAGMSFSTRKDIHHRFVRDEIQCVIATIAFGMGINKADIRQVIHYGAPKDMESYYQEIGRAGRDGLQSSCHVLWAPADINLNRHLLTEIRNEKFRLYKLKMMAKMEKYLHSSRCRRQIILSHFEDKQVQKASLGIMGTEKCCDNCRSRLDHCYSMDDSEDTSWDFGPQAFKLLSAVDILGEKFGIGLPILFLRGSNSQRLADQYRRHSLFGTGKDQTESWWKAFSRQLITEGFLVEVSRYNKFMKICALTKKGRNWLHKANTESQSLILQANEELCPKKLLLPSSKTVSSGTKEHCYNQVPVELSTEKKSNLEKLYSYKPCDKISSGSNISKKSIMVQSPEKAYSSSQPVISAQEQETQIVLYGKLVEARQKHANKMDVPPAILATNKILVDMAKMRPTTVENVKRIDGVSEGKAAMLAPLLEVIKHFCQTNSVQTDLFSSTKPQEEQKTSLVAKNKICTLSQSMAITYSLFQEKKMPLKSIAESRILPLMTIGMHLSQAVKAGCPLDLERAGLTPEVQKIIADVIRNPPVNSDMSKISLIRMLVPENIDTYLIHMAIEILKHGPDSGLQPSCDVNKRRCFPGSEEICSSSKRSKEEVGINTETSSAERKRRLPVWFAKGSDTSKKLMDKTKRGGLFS
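Kinetic red-fluorescence monitoring (525/598 nm) tracks WRN helicase activity after 100 nM fluorophore-quencher forked duplex and 2 mM ATP are added to 20 nM enzyme pretreated 15 min at room temperature with compound.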
aSyn rescue – alpha-synuclein toxicity inhibition in yeast; Yeast expressing alpha-synuclein, growth rescue, BacTiter-Glo, 24 h; Potency, µM (top dose mostly 46.1 µM), for inactives: at the top dose growth rescue (activation), usual class: activators; 370,000 compounds, 0.14% hits; also: potency is read from the fitted curve at half-maximal effect; % of control where 0% means no effect; nearly all actives have a fitted effect of over 65% in size
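Rescue of yeast growth: cells expressing toxic alpha-synuclein, induced in galactose at OD600 0.02, incubated with compound 24 h at 30 C. ATP luminescence quantified growth; inhibitors of toxicity appear as activators.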
IL2 activator – activates IL-2 in a cell-based reporter assay | 360,000 compounds, 0.065% hits | AID 652025 | IL-2 activation reporter assay, cell-based qHTS; stimulated with anti-CD3/CD4/CD28 beads; in transgenic mouse T cells | activation, % (series mostly up to about 46 µM); in the data active = activation above about 50%; inconclusive = mostly about 30% to 49%; also: 0% is about no effect
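Unstimulated transgenic mouse T cells preincubated 60 min with compound, then stimulated with anti-CD3/anti-CD4-coated beads plus anti-CD28 for 18 h at 37 degrees C. IL-2 response read as EGFP and DsRed fluorescence by plate cytometry.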
EPAC1 agonist – agonists of human EPAC1; EPAC1 agonist qHTS, biochemical assay; response scale: 100% = response to 6.5 mM cAMP; Potency, µM (titrated, usually from 154 µM), inactives show top-dose activation, hits mostly activators; O95398; 360,000 compounds, 0.073% hits; also: potency is read from the fitted curve at half-maximal effect; nearly all actives have a fitted effect of over 60% in size
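Compounds were pinned as a concentration titration into mixtures of EPAC1 (100 nM), BODIPY-GDP-loaded Rap1B (250 nM) and GDP (50 uM). After 5 min at room temperature, fluorescence was followed for 30 min; activity was scaled to 6.5 mM cAMP.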
PI5P4Ka inh – inhibitors of human PI5P4K alpha. PI5P4Kalpha enzyme, ADP-Glo luminescence, 60 min; stronger effect = lower value. P48426. max response, %. 330,000 compounds, 1.2% hits; active = max response of -50% or lower; inconclusive = between -30% and -50%; inactive = -30% or higher; also: value at the top dose of about 77 µM; % is scaled to controls: 0 for no effect and ±100 for the full control effect
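Single end-point luminescence (ADP-Glo) quantified ADP from PI5P4Kalpha turnover; ATP 5 microM final, 1 h at RT, 0.1% CHAPS and 0.28 mM EGTA in HEPES pH 7.4.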
EPAC1 antag – blocks human EPAC1 exchange factor. 360,000 compounds, 0.14% hits. EPAC1 GEF assay, Rap1b-BODIPY-GDP exchange fluorescence. Potency, µM (titrated, usually from 115 µM), without a hit: at the top dose activity change, negative = inhibition, actives largely listed as inhibitors. O95398;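 also: potency is read from the fitted curve at half-maximal effect; plate controls were vehicle for no effect and positive control for full effect; nearly all actives have a fitted effect of over 50% in size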
Abeta yeast res – compounds reversing amyloid beta toxicity in yeast | 410,000 compounds, 0.063% hits | Potency, µM (doses to about 46.1 µM), without a hit: at the top dose growth rescue, actives largely listed as activators | yeast expressing A-beta42, growth rescue, OD600, 48 h; response scale: 0% DMSO, 100% iron-clioquinol control; also: potency is read from the fitted curve at half-maximal effect; nearly all actives have a fitted effect of over 55% in size
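Growth rescue measured by 600 nm absorbance after 48 h yeast culture at 30 C with compound. Values normalized between DMSO and an equimolar ferric chloride plus clioquinol control.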
PLK1 PBD inh – blocks phosphopeptide binding to human PLK1 polo-box domain. P53350. Plk1 PBD binding of FITC phosphopeptide, fluorescence polarization. Potency, µM, inactives show max response, negative = inhibition, hits mostly inhibitors. 360,000 compounds, 2.8% hits. AID 720504; also: potency is read from the fitted curve at half-maximal effect; series mostly up to about 57 µM; % is scaled to controls: 0 for no effect and ±100 for the full control effect; nearly all actives have a fitted effect of over 65% in size
FUS yeast rescue – FUS proteinopathy suppression in yeast; Potency, µM (top dose mostly 76.6 µM), for inactives: at the top dose growth rescue (activation), most hits filed as activators; AID 1347120; S. cerevisiae FUS-expressing, growth rescue, OD600, 24 h; 390,000 compounds, 0.24% hits;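 also: potency is read from the fitted curve at half-maximal effect; plate controls were DMSO vehicle for no effect and reference control for full effect; nearly all actives have a fitted effect of over 55% in size; some results filed as inactive show a strong effect at the top dose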
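Yeast expressing FUS under galactose induction, OD 0.005 in 2% galactose medium; compounds in a dilution series, 24 h at 30C. Growth rescue by absorbance at 600 nm; CP55940 positive control, DMSO negative.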
Starred values were filed as active, the others as inactive; ? = inconclusive; nt = not tested or not shown; [ ] = another dose, or the depositor's remark. Unless noted, calls follow the shape of the dose curve; as a rule, active = well fitted curve in the direction sought with a large enough effect; inconclusive = small, poorly fitted or top-dose-only effect, or another doubt; inactive = no such curve, though single readings can be large; an effect the other way counts as inactive or inconclusive.

SMILES | WRN helicase inh | aSyn rescue | IL2 activator | EPAC1 agonist | PI5P4Ka inh | EPAC1 antag | Abeta yeast res | PLK1 PBD inh | FUS yeast rescue
CCOC(=O)c1[nH]c(C(=O)O)c(OC(=O)CC)c1C | 11% | 2% | 0.2 | 5% | -1 | -20% | -19% | -9% | -12%
Cn1nnnc1Sc1ncnc2scc(-c3cccs3)c12 | nt | nt | -0.6 | -6% | nt | -25% | -10% | nt | -2%
Cn1ccnc1SCC(=O)c1cccc(C(F)(F)F)c1 | -7% | 6% | -3.2 | 1% | -5 | 8% | 7% | ? | 5%
O=C(Nc1ccc2c(c1)OCO2)c1ccc(Br)o1 | -6% | -8% | 1.7 | -6% | nt | 2% | -5% | -2% | 3%
CCCOC(=O)c1ccc(NC(=O)c2c(Cl)ccc(Cl)c2OC)cc1 | -3% | -11% | -0.7 | 2% | 17 | -10% | -25% | -12% | nt
O=S(NC1CCCCC1)C12CC3CC(CC(C3)C1)C2 (stereo not drawn) | 5% | 5% | -2.1 | -4% | nt | -14% | -7% | -4% | 32%
CCOC(=O)C(Cc1ccccc1)NC(=O)CCc1c(C)nc2ncnn2c1C (stereo not drawn) | 5% | 7% | -3.8 | -1% | 1 | 8% | 3% | -7% | 1%
CCO[C@H]1OC(C(=O)NCc2nc3ccccc3[nH]2)=C[C@@H](c2ccc(C(F)(F)F)cc2)[C@@H]1CCCO | -2% | 0% | 0.2 | -8% | 6 | -10% | -6% | 1% | 28%
COc1ccc(CCNC(=O)c2nnn(CC(=O)Nc3c(C)cc(C)cc3C)c2N)cc1OC | 3% | -2% | 1.8 | -14% | -7 | 0% | nt | -3% | 28%
CCN(CC)C(=O)CSc1nnc(CNc2ccc(F)cc2)n1-c1ccccc1 | 3% | 6% | -0.6 | 0% | nt | -4% | 12% | -5% | 21%
CCOc1cc(C(=O)OCC(=O)c2cc(C)n(CC3CCCO3)c2C)ccc1OCC(=O)N1CCOCC1 (stereo not drawn) | -17% | 6% | -1.9 | 4% | -2 | -12% | 7% | -7% | 20%
CCOC(=O)C1=C(COC(=O)COc2ccc(C#N)cc2)NC(=O)NC1C (stereo not drawn) | -20% | -3% | -0.5 | 9% | 3 | -14% | 6% | -8% | 10%
O=C(O)c1ccc(NC(=S)NC(NC(=O)c2ccco2)C(Cl)(Cl)Cl)cc1 (stereo not drawn) | 0% | nt | -1.7 | 0% | 5 | ? | 17% | -3% | -8%
COc1ccc2c(C(=O)CN(C)C3CCCCC3)c[nH]c2c1 | -16% | -7% | 0.1 | -2% | -3 | 13% | -13% | -1% | 32%
CCn1c(=O)c(-c2ccccc2)c(O)c2ccccc21 | -2% | -8% | 3.3 | 7% | nt | 14% | -13% | -5% | 25%
O=C(NCC(=O)N1CCN(c2ccccc2)CC1)c1ccco1 | 4% | -4% | -0.2 | -14% | 0 | -3% | -13% | -9% | 3%
CCOc1ccc(CN2CCN(Cc3cnn(CC)c3C)CC2CCO)cc1 (stereo not drawn) | -2% | -1% | -0.7 | 4% | 1 | -2% | 0% | -3% | -9%
O=C(O)CC1(C(=O)O)CC2C=CC1C2 (stereo not drawn) | 1% | 0% | -1.3 | 4% | 1 | 10% | 2% | -3% | 3%
COc1cc(CC2C(=O)OCC2C(=O)c2ccc3c(c2)OCO3)cc(OC)c1OC (stereo not drawn) | 2% | 8% | -1.9 | -1% | 21 | 1% | 3% | -5% | nt
O=S(=O)(Nc1nc2ccccc2nc1N1CCN(c2ccccn2)CC1)c1ccc(Cl)cc1 | -1% | -7% | 0.6 | -17% | 6 | -21% | -33%[inhibitor] | ? | 27%
CC(=O)c1cccc(CN2CCCC(C(=O)Nc3ccc(-c4ccco4)cc3)C2)c1 (stereo not drawn) | -2% | 3% | 1.6 | 3% | -17 | 9% | 8% | -8% | 26%
O=C(O)c1ccccc1/C=N/Nc1ccc(S(=O)(=O)N2CCCC2)cc1[N+](=O)[O-] | -19% | 1% | -1.3 | 5% | -2 | -11% | 4% | -11% | -17%
O=C(COC(=O)c1cc(Cl)cc(Cl)c1)NCCN1C(=O)CSC1=O | 0% | -2% | 0.2 | 5% | -7 | 4% | 5% | -2% | nt
Cc1cccc(Nc2nc3ccccc3n3nnnc23)c1 | 7% | -2% | -0.8 | -4% | -9 | 0% | -1% | -5% | -17%
CCN(CC)C(=O)c1ccccc1NS(=O)(=O)c1cccs1 | 5% | -1% | 0.9 | -2% | -3 | 6% | 26% | 5% | 4%
SMILES | WRN helicase inh | aSyn rescue | IL2 activator | EPAC1 agonist | PI5P4Ka inh | EPAC1 antag | Abeta yeast res | PLK1 PBD inh | FUS yeast rescue
CCCCn1c(N2CCC(Cc3ccccc3)CC2)nc2c1c(=O)[nH]c(=O)n2C | -30% | -42%[inhibitor] | -0.3 | 4% | 1 | ? | -85%[inhibitor] | -14% | ?
CCOc1ccc(/C=N/NC(=S)NC2CC3CCC2C3)cc1 (stereo not drawn) | -14% | 1% | -6.5 | 6% | 12 | -15% | ? | 3% | 11%
O=C1CC(c2ccco2)Cc2nc(Nc3nc(-c4ccccc4)c4ccccc4n3)ncc21 (stereo not drawn) | -19% | 11% | -1.8 | -9% | -25 | -7% | -3% | -15% | nt
CC(C)C(NS(=O)(=O)c1cccs1)C(=O)N1CCc2ccccc2C1 (stereo not drawn) | -33%[57.1 µM] | 8% | -1.7 | 4% | 6 | -22% | 1% | -15% | -22%
CCc1c(C)nc2c(C#N)c(C)[nH]n2c1=O | -5% | -7% | -0.5 | -10% | 0 | 10% | -4% | 1% | 24%
Cc1ccc(-c2nnc(SCC(=O)NC3CC3)o2)cc1 | 8% | 6% | -0.2 | 8% | -1 | -24% | 5% | -10% | ?
O=C(Nc1cccc(C(F)(F)F)c1)C(Sc1n[nH]c(=O)[nH]c1=O)c1ccccc1 (stereo not drawn) | -7% | 2% | -0.4 | -5% | 1 | -20% | 19% | -5% | 2%
CCOc1ccc(-c2csc(N)c2C(=O)OC)cc1 | 2% | -19% | 0.2 | -1% | -3 | -11% | -21% | 7.9µM* | 16%
O=C(CSc1nc2ccccc2s1)NC(=O)NCc1ccco1 | -9% | 1% | -2.7 | 9% | nt | 3% | 10% | -22% | 34%
N/C(=N\OC(=O)c1cccc(Cl)c1)c1ccccn1 | -6% | -13% | 1.3 | 8% | -5 | -23% | -17% | 2% | 14%
O=C(O)CCCNS(=O)(=O)/C=C/c1ccccc1 | 6% | -6% | -4.3 | 13% | -3 | 1% | -6% | -19% | -22%
COc1ccc2c(c1)/C(=C/c1cc(OC)c(OC)c(OC)c1)C(=O)N2 | -2% | 0% | 0.8 | -3% | -9 | -1% | 10% | -2% | nt
COc1cc(C(=O)NCCc2ccc(F)cc2)ccc1OCC(=O)N1CCOCC1 | 6% | 5% | -1.8 | 10% | -1 | ? | 0% | -2% | -4%
O=C(/C=C/c1ccc2c(c1)OCO2)Nc1cccnc1 | -3% | -11% | 0.2 | 5% | -2 | -15% | -15% | -13% | -22%
CC1(C(=O)NS(=O)(=O)c2cccc(OC(F)F)c2)CCN1C(=O)c1ccccc1CCc1ccccc1 (stereo not drawn) | 11% | -32%[inhibitor] | 5.7 | 1% | -8 | -6% | -12% | -16% | 28%
COc1cc(/C=N/NC(=O)C(C)n2nnc3ccccc32)ccc1O (stereo not drawn) | -7% | -1% | 0.2 | -5% | 5 | -6% | -15% | -5% | -14%
CN(C)c1cccc2c(S(=O)(=O)N3CCOCC3)cccc12 | 1% | 6% | -0.2 | 0% | 9 | 0% | 5% | -25% | -5%
Cc1nn(C)c(C(=O)NC(=S)Nc2ccccc2Br)c1Cl | 8% | -10% | -2.3 | -1% | 4 | 24% | 5% | -12% | 13%
COc1ccc(Cl)cc1C(=O)NNC(=O)c1ccc(F)c(S(=O)(=O)N2CCOCC2)c1 | -23% | -5% | -1.3 | -3% | -6 | 9% | 7% | -8% | nt
CCOC(=O)c1ccc(NC(=S)NCCCN2CCN(C3CCCCC3)CC2)cc1 | -2% | -8% | -0.9 | -1% | 1 | -10% | -7% | -2% | 23%
CN(C)S(=O)(=O)c1ccc(C(=O)NCc2ccccc2)cc1 | -4% | -1% | 0.2 | 11% | -9 | -12% | -4% | -10% | 12%
Cc1onc(-c2c(Cl)cccc2Cl)c1C(=O)Nc1c(C)n(C)n(-c2ccccc2)c1=O | -2% | 0% | -1.3 | 3% | 1 | 4% | 2% | -1% | nt
COc1ccc(C(=O)N2CCN(Cc3ccccc3C(F)(F)F)CC2)cc1 | 25% | -4% | -2.7 | -4% | -5 | -3% | -8% | -18% | 5%
COc1cccc(N2CCN(C(=O)c3ccc(CS(=O)Cc4ccccc4Cl)o3)CC2)c1 (stereo not drawn) | -1% | -1% | -3.6 | -2% | 0 | ? | 8% | -20% | 35%
Cc1cc(OC(=O)c2ccc(C(F)(F)F)cc2)c([N+](=O)[O-])c(=O)[nH]1 | -11% | -7% | -2.5 | -7% | -9 | -7% | 4% | -3% | -22%
Cc1ccccc1CS(=O)(=O)Cc1ccc(C(=O)NCc2ccco2)o1 | 3% | -2% | 0.1 | 10% | 2 | 6% | 4% | -12% | 18%
Cc1cc(=O)oc(C)c1C(=O)NCc1ccccc1 | -7% | 0% | -1.7 | 2% | 1 | 15% | -14% | -7% | -6%
CC(C)(C)c1cc(NC(=O)COC(=O)C2CC2)n(-c2ccccc2)n1 | 4% | 2% | -0.1 | -4% | 6 | 18% | 8% | -12% | 4%

Pulled by compound from the list above:
SMILES | WRN helicase inh | aSyn rescue | IL2 activator | EPAC1 agonist | PI5P4Ka inh | EPAC1 antag | Abeta yeast res | PLK1 PBD inh | FUS yeast rescue
Cc1nn(C)c(C(=O)NC(=S)Nc2ccccc2Br)c1Cl | 8% | -10% | -2.3 | -1% | 4 | 24% | 5% | -12% | 13%
O=C(/C=C/c1ccc2c(c1)OCO2)Nc1cccnc1 | -3% | -11% | 0.2 | 5% | -2 | -15% | -15% | -13% | -22%
O=C(CSc1nc2ccccc2s1)NC(=O)NCc1ccco1 | -9% | 1% | -2.7 | 9% | nt | 3% | 10% | -22% | 34%

Screens from PubChem BioAssay.
